Screens deposited in PubChem BioAssay by National Center for Advancing Translational Sciences (NCATS).
RORg inh: ROR gamma (mouse) transcription inhibition. 310,000 compounds, 5.4% hits. Potency, µM (top dose mostly 53.6 µM), without a hit: at the top dose activity change, negative = inhibition, actives largely listed as inhibitors. Drosophila S2 Gal4-RORgamma UAS-luciferase reporter, 20 h. P51450; further: on the % scale 0 is the no-effect control and ±100 the full control effect; nearly all actives have a fitted effect of over 60% in size
Target sequence (P51450 whole entry, looked up, the tested form may be a part): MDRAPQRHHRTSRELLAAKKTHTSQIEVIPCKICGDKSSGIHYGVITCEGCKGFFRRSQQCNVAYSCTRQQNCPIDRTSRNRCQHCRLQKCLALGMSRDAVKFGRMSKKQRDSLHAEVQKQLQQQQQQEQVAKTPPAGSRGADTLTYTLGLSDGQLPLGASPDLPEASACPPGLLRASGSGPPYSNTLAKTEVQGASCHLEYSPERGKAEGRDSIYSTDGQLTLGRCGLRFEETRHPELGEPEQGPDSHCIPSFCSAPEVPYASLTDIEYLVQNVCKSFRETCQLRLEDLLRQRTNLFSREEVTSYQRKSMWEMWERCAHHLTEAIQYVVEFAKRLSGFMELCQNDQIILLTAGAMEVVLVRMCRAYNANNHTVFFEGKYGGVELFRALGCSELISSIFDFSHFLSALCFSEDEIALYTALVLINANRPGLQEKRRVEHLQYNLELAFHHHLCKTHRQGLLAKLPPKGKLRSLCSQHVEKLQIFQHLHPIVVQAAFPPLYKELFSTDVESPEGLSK
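Drosophila Schneider cells stably carrying a metallothionein-driven Gal4 DBD–ROR gamma fusion and a UAS-Photinus luciferase reporter were exposed to compound for 1 hr, then induced with copper sulfate (700 uM final) for 20 hr at ambient temperature before luminescence reading.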
Rab9 promoter act: activates the Rab9 promoter; 320,000 compounds, 2.8% hits; AID 485297; Potency, µM (series often up to 9.22 µM), for the others: at the highest dose activation, negative = inhibition, usual class: activators; Huh7 Rab9 promoter-luciferase reporter, luminescence, 24 h; further: % of control where 0% means no effect; nearly all actives have a fitted effect of over 60% in size
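Rab9 promoter-driven luciferase in stably transfected Huh7 cells; 1500 cells/well rested 2 h, exposed to compound in DMSO for 24 h at 37 °C, 5% CO2. Luminescence read 10 min after adding luciferase reagent at ambient temperature.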
FLuc counter: inhibits or activates purified firefly luciferase, miR-21 counter-screen. P08659. purified FLuc, Km substrates, luminescence inhibition. Potency, µM (doses to about 57.5 µM), for inactives: at the top dose activity change, negative = inhibition, usual class: inhibitors. 360,000 compounds, 6.9% hits. AID 588342;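 further: plate controls were vehicle for no effect and reference inhibitor for full effect; nearly all actives have a fitted effect of over 55% in size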
Target sequence (P08659 whole entry, looked up): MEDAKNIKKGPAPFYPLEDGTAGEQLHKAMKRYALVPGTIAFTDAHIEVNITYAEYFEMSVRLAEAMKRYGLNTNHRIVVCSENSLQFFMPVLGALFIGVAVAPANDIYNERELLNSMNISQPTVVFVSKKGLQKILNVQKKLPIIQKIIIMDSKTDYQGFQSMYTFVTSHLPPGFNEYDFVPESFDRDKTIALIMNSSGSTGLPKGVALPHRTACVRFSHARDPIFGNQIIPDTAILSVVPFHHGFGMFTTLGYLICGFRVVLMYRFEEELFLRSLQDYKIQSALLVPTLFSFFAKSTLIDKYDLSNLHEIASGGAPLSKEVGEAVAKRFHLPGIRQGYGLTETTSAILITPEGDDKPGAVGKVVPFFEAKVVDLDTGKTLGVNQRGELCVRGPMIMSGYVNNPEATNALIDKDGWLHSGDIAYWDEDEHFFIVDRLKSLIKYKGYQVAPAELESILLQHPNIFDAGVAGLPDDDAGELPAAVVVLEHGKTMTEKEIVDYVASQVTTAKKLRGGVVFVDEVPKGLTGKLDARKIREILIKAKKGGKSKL
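Purified P. pyralis luciferase (10nM final) with 10uM D-luciferin and 10uM ATP (Km levels) in 50mM Tris acetate pH 7.5, 10mM Mg acetate, 0.01% Tween-20, 0.05% BSA; qHTS 6-point titration, ~60 µM downward; luminescence read.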
uPA generation: cell surface uPA generation inhibition; Potency, µM (top dose mostly 38.3 µM), inactives show top-dose activity change, negative = inhibition, actives largely listed as inhibitors; cell surface uPA generation assay, qHTS; 330,000 compounds, 0.31% hits; active means well fitted inhibition curve with a large enough effect; inconclusive means small, poorly fitted or top-dose-only effect; inactive means no such curve, though single readings can be large or run the other way; tested in mouse RAW 264.7 cells; further: on the % scale 0 is the no-effect control and ±100 the full control effect; nearly all actives have a fitted effect of over 55% in size
VP16 counter: counter-screen for ROR gamma inhibitors: Gal4-VP16 reporter; Drosophila S2 Gal4-VP16 UAS-luciferase, luminescence, 20 h; Potency, µM (highest dose often 53.6 µM), inactives show at the top dose activity, negative = inhibition, hits mostly inhibitors; 310,000 compounds, 3.5% hits; AID 2546;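 further: Gal4-VP16 expression switched on by copper sulfate through the metallothionein promoter; on the % scale 0 is the no-effect control and ±100 the full control effect; nearly all actives have a fitted effect of over 50% in size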
p53 reactivator: restores transcriptional activity of mutant p53; Potency, µM (doses to about 92.2 µM), for inactives: at the highest dose activity change, positive = activation, hits mostly activators; AID 504706; 320,000 compounds, 0.063% hits; H1299 p53-A138V BP100-luciferase reporter, luminescence, 24 h; further: % of control where 0% means no effect; nearly all actives have a fitted effect of over 45% in size
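p53-null H1299 cells stably carrying temperature-sensitive p53-A138V and a BP100-luciferase reporter were pinned with compounds (4-point, 1:5 series) and held 24 hrs at 37 deg C. Luminescence was read 10 min after detection reagent.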
NPC1 promoter act: activates the NPC1 promoter. Huh7 NPC1 promoter luciferase reporter, 24 h. Potency, µM (titrated, usually from 9.22 µM), for inactives: at the top dose activation, usual class: activators. 320,000 compounds, 2.4% hits;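 further: % of control where 0% means no effect; nearly all actives have a fitted effect of over 60% in size; reporter is driven by a mutant NPC1 promoter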
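Luminescence read-out of NPC1 promoter-driven luciferase in stably transfected Huh7 cells; compounds delivered in DMSO and left 24 h at 37C, 5% CO2, qHTS titration format.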
ELG1 genotoxic: genotoxicity induction in ELG1-luciferase HEK293T cells; HEK293T ELG1-luciferase reporter, luminescence, 16 h; 330,000 compounds, 1.3% hits; Potency, µM (titrated, usually from 46 µM), without a hit: at the highest dose activity change, positive = activation, most hits filed as activators; further: % of control where 0% means no effect; nearly all actives have a fitted effect of over 60% in size
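HEK293T cells expressing luciferase-tagged ELG1 were exposed to compound or DMSO vehicle for 16 hr at 37 °C and 5% CO2. Luciferase activity was then measured with ONE-Glo after 30 min at room temperature.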
MBNL1 CUG block: MBNL1-poly(CUG) RNA binding inhibition. Q9NR56. 280,000 compounds, 0.036% hits. Potency, µM (series often up to 57.5 µM), without a hit: at the highest dose activity change, negative = inhibition, usual class: inhibitors. TR-FRET MBNL1-His/biotin-(CUG)12 binding, 665/545 ratio; active means well fitted inhibition curve with a large enough effect in the signal ratio, with a control signal flat, not every such curve was filed as active; inconclusive means small, poorly fitted or top-dose-only effect, or effect the other way, or a change in a side signal; inactive means no such curve, though single readings can be large or run the other way; the % refers to the signal ratio; further: on the % scale 0 is the no-effect control and ±100 the full control effect
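Inhibition of protein-RNA binding appears as loss of TR-FRET between terbium anti-His antibody on MBNL1-His and streptavidin-XL665 on biotin-(CUG)12. Activity is normalized to buffer-only and uninhibited-complex controls.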
BRCA1 expr up: increases BRCA1 expression; 380,000 compounds, 1.1% hits; Potency, µM (highest dose often 46.1 µM), inactives show at the highest dose activation, most hits filed as activators; MCF7-BRCA1-FFLuc reporter, luminescence, 48 h; response scale: scaled: vehicle 0%, 10 µM genistein 100%; further: nearly all actives have a fitted effect of over 80% in size; some results filed as inactive show a strong effect at the top dose
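Compounds are tested at multiple concentrations on MCF7 BRCA1-luciferase reporter cells seeded at 2000 per well; after 48 h, a single luminescence end-point is taken and curves fitted to the normalized data.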
* = called active by the depositor; u = inconclusive; x = not tested or not shown; [ ] = remark or other dose. Unless noted, the call rests on the fitted dose curve; in most records, active means well fitted curve in the direction sought with a large enough effect; inconclusive means small, poorly fitted or top-dose-only effect, or another doubt; inactive means no such curve, though single readings can be large; an effect the other way counts as inactive or inconclusive. Potency means the concentration at half of the fitted maximal effect. Rows were taken by chance, and some 13% of all compounds hit somewhere here.

SMILES | RORg inh | Rab9 promoter act | FLuc counter | uPA generation | VP16 counter | p53 reactivator | NPC1 promoter act | ELG1 genotoxic | MBNL1 CUG block | BRCA1 expr up
CCOc1ccccc1NC=C1C(=O)OC2(CCCCC2)OC1=O | 23.4% | -3.0% | 1.5%[2.3 µM] | 7.5% | -3.7% | -1.1% | -1.3% | -3.3% | -0.7% | -0.9%
C=C(C)COc1ccc2c(C)c(CC(=O)N3C[C@H]4C[C@@H](C3)c3cccc(=O)n3C4)c(=O)oc2c1C | 17.7% | -12.5% | u | -17.1% | -23.3% | 5.0% | -9.6% | -1.6% | -0.8% | -25.1%
CSc1ccc(C(=O)C2CCCN(C(=O)c3ccc(C)nc3)C2)cc1 (stereo unspecified) | u | -4.9% | -2.4% | -0.5% | 1.5% | 0.8% | 0.5% | -3.6% | 0.7% | -4.6%
O=C(O)CC1S/C(=N\N=C2CCCCCC2)N(c2ccccc2)C1=O (stereo unspecified) | 4.9% | 1.4% | -2.2% | 0.3% | -4.0% | 0.0% | -1.7% | -1.6% | 2.0% | -0.5%
Cn1c(SCC(=O)NNC(=O)c2ccccc2)nnc1C1CC1 | -17.5% | -3.6% | 1.6% | -0.6% | -3.6% | 3.2% | 2.7% | 0.0% | 2.0% | 0.0%
N=C(N)c1ccc(N)cc1 | x | 2.0%[46.1 µM] | -0.7% | 23.4% | x | 18.5% | 0.6%[46.1 µM] | 16.4% | x | 20.1%
CCOC(=O)c1[nH]c(C)c(C(=O)NCc2ccc(Cl)cc2)c1C | u | -3.1% | 1.0% | -9.2% | -6.5% | -4.9% | -2.1% | -0.2% | -8.5% | -25.4%
COC(=O)C1(Cc2ccccc2)NC(c2ccccc2C)C2C(=O)N(c3ccc4c(c3)OCO4)C(=O)C21 (stereo unspecified) | 5.0% | 0.2% | 0.5% | 11.1% | 7.6% | -2.6% | -2.2% | -4.1% | -5.6% | -46.9%
CCSc1nsc(NC(=O)Nc2ccc(F)cc2F)n1 | u | u | 5.36µM* | u | u | u | u | 6.2% | 3.6% | 1.9%
CS(=O)(=O)Nc1ccc(C(=O)NC2CCCC2)cc1 | -16.9% | 12.1% | -0.4% | -1.3% | -2.3% | 5.9% | 5.0% | -1.4% | 4.2% | 0.1%
S=C(NCCCN1CCOCC1)NCCCN1CCOCC1 | -14.9% | -2.0% | -18.6% | 2.3% | -14.7% | -0.9% | -1.6% | -2.3% | x | -16.9%
CN(C)S(=O)(=O)c1ccc(NC(=O)COC(=O)C2CC3CCCC(C2)C3=O)cc1 (stereo unspecified) | 3.0% | -1.2% | -1.8% | -5.1% | 3.3% | 3.1% | -5.8% | 3.8% | -4.8% | 9.3%
COC(=O)CCN1CCc2cc(N=Nc3ccc([N+](=O)[O-])cc3)ccc21 | 9.6% | 1.12µM* | 0.675µM* | -1.6% | -0.5% | 22.4% | 1.12µM* | u | 3.1% | u
CCOc1ccc(CN(C)C(=O)c2ccc3c(c2)NC(=O)C(C)S3)cc1OC (stereo unspecified) | x | -9.9% | x | -27.5% | x | -5.0% | -8.0% | -1.8% | x | -27.1%
CC(C)CN(C(=O)c1ccc2c(c1)OCCO2)c1c(N)n(Cc2ccccc2)c(=O)[nH]c1=O | x | 0.0% | 2.6% | 2.0% | x | x | 1.2% | x | x | -2.3%
Brc1cccc(-c2nnco2)c1 | 20µM* | -7.9% | 0.3% | -4.2% | u | -6.3% | 1.1% | -0.5% | 5.3% | 7.9%
N#CC1=C(N)N(c2ncn[nH]2)C2=C(C(=O)CCC2)C1c1ccccc1 (stereo unspecified) | 23.6% | -2.1% | 6.2% | 3.8% | 3.0% | -1.1% | -1.8% | 1.7% | x | 2.1%
CC(=O)NC1CCN(CC(=O)Nc2cccc([N+](=O)[O-])c2)CC1 | -9.9% | -1.5% | -1.3% | -0.9% | -1.5% | 1.8% | -0.2% | 2.5% | u | -17.9%
COc1ccc(Cl)cc1NC(=O)CN(C)C(=O)c1ccc(-n2nc(C)cc2C)cc1 | x | -4.3% | 6.2% | -6.7% | x | -7.3% | -2.2% | -5.2% | x | 10.8%
COc1ccc(CCN2C(=O)c3[nH]nc(-c4ccccc4O)c3C2c2cccc(Cl)c2)cc1 (stereo unspecified) | u | -31.7%[inhibitor] | 4.0% | -9.4% | u | -27.6% | -7.4% | -7.2% | -6.6% | -88.6%
CCOC(=O)N(C)OC(=O)Nc1ccc(Cl)c(Cl)c1 | 1.1% | 3.2% | 1.7% | -11.6% | 15.4% | 1.3% | 0.8% | 12.5% | 8.3% | -28.5%
CC(C)C(=O)Nc1oc(-c2ccccc2)cc1C#N | -7.5% | 0.8% | -5.5% | -2.7% | -6.8% | -0.8% | -1.8% | 3.0% | 4.7% | 5.4%
CN(C)S(=O)(=O)c1ccc(C(=O)NCc2ccco2)cc1 | 2.8% | -11.7% | -0.7% | 0.9% | 6.2% | -0.5% | -2.7% | 0.9% | -32.7% | -11.5%
CCCc1cc(=O)oc2cc(OCC(=O)NCCCN3CCOCC3)ccc12 | -3.0% | -1.3% | 3.8% | -0.5% | -1.2% | -2.8% | -3.3% | 0.3% | -5.7% | 4.5%
CCN(CC)CCNC(=S)Nc1ccc2nc(N3CCN(C)CC3)cc(C)c2c1 | 4.2% | 3.0% | -0.3% | 7.7% | 0.9% | 1.9% | 1.3% | 0.0% | -5.6% | -11.5%
COc1cc(OC)c(OC)cc1/C=N/n1c(-c2n[nH]c3c2CCC3)n[nH]c1=S | -7.5% | 1.9% | 0.5% | 3.3% | -4.1% | -4.4% | 2.2% | -0.1% | x | 18.7%
Cc1cccc(-c2n[nH]c(=S)n2Cc2ccccc2)c1 | 0.794µM* | -6.9% | -1.5% | -2.1% | 0.562µM* | 7.2% | -2.0% | 1.6% | u | -17.4%
CS(=O)(=O)N(Cc1ccccc1)c1ccc(C(=O)N2CCOCC2)cc1 | 14.4% | -0.9% | -0.3% | -3.3% | -3.2% | -12.6% | -4.0% | -0.6% | 5.9% | -16.8%
COc1ccc(CCC(=O)Nc2ccc(Br)cn2)cc1 | 0.0% | -0.6% | -0.6% | -18.9% | 8.5% | u | 0.0% | -0.6% | -5.5% | -27.4%
Cc1cccc(NC(=O)CCCCCN2C(=O)[C@@H]3Cc4ccccc4CN3C2=O)c1 | -17.1% | -0.5% | 0.4% | -5.2% | 2.1% | -4.9% | 17.4% | -10.6% | -3.7% | -0.6%
COc1cccc(C2[C@H](C)C3(CCN2C)OCCO3)c1 (stereo partly specified) | -1.0% | -11.1% | -1.1% | -4.1% | -3.0% | 0.6% | -4.7% | 0.7% | 4.2% | 1.7%
O=C(OCc1cnc(Cl)s1)c1cccc(Cl)c1Cl | -12.0% | -4.9% | -14.4% | 5.8% | -13.5% | 6.1% | -0.5% | 1.1% | 7.7% | -15.4%
COc1cc([N+](=O)[O-])ccc1NC(=O)NNC(=O)C(C)Oc1ccc(F)cc1F (stereo unspecified) | 32.4% | 1.7% | 5.4% | u | 4.5% | -6.1% | -0.7% | 3.3% | u | -20.2%
CCc1ccccc1NC(=O)CSc1nnc(-c2ccncc2)o1 | -2.5% | -3.3% | -2.3% | 7.6% | 3.7% | -6.5% | -0.2% | 0.7% | x | 5.1%
COc1ccc(NC(=O)c2cc(-c3ccc(C)c(C)c3O)n[nH]2)cc1Cl | -23.3% | -0.7% | -11.2% | 0.0% | -5.0% | -1.7% | -1.9% | -5.8% | -1.4% | -56.0%
CC(C)CNC(=O)c1cccc(NC(=O)c2ccc(NC(=O)c3ccco3)cc2)c1 | -25.2% | 11.1% | 1.3% | -8.1% | u | 10.6% | 7.2% | 3.2% | 8.2% | 9.9%
CC(C)CC(=O)NC(NCC1CCCO1)C(Cl)(Cl)Cl (stereo unspecified) | -12.5% | -3.1% | -1.9% | -0.8% | 7.7% | -3.5% | -4.5% | -3.0% | 7.1% | -10.3%
Cn1cc(CC(=O)NCCCN2CCCC2=O)c2ccccc21 | 5.5% | 1.1% | 4.1% | -18.4% | -5.4% | -4.5% | -4.0% | 3.8% | 2.6% | 0.6%
CCCC(=O)c1ccc(N2CCC(C)CC2)c(F)c1 | 1.0% | 25.2% | 9.53µM* | -0.6% | -2.5% | u | 2.3% | u | -2.2%[11.5 µM] | u
O=C(NC1CCCC1)c1csc2c1CCCC2 | 21.7% | 2.1% | -12.3% | x | -4.2% | 4.3% | 7.8% | 1.6% | -2.2% | 25.3%
CCOCCCNC(=O)c1ccc2c(c1)ncn2-c1ccc(CC)cc1 | 0.0% | -4.1% | -37.7% | -8.6% | -8.9% | 13.4% | u | x | -4.9% | 2.5%
Cc1cc(C)n(CCOc2ccc(Cl)cc2Cl)n1 | u | -0.4% | -0.7% | -1.3% | 0.1% | -32.5%[inhibitor] | -1.3% | -1.2% | 24.6% | 0.7%

Whole records from above. Values in the order: RORg inh	Rab9 promoter act	FLuc counter	uPA generation	VP16 counter	p53 reactivator	NPC1 promoter act	ELG1 genotoxic	MBNL1 CUG block	BRCA1 expr up
`O=C(NC1CCCC1)c1csc2c1CCCC2` as listed: 21.7%	2.1%	-12.3%	x	-4.2%	4.3%	7.8%	1.6%	-2.2%	25.3%
`CCc1ccccc1NC(=O)CSc1nnc(-c2ccncc2)o1` as listed: -2.5%	-3.3%	-2.3%	7.6%	3.7%	-6.5%	-0.2%	0.7%	x	5.1%
